12-LOX inh: blocks human arachidonate 12S-lipoxygenase | P18054 | purified 12hLO, xylenol orange hydroperoxide absorbance | Potency, µM (series often up to 108 µM), inactives show at the highest dose activity change, negative = inhibition, actives largely listed as inhibitors | 1.1% of 580,000 active | AID 1671190; also: % is scaled to controls: 0 for no effect and ±100 for the full control effect
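Purified human 12hLO (150 nM final) in 25 mM Hepes, 0.01% Triton X-100, pH 7.0 was preincubated 15 min at room temperature with compound. Then 40 uM arachidonic acid was added, 30 min. Hydroperoxide was read by Fe-XO absorbance ratio 573/405 nm.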
RGS4 inh: human RGS4 inhibition; Potency, µM (doses to about 114 µM), for the others: at the highest dose activity change, negative = inhibition, actives largely listed as inhibitors; P49798; 0.039% of 390,000 active; Transcreener GDP fluorescence polarization, RGS4-accelerated GTP hydrolysis; also: % is scaled to controls: 0 for no effect and ±100 for the full control effect; nearly all actives have a fitted effect of over 75% in size; some results filed as inactive show a strong effect at the top dose
Target sequence (P49798 whole entry, looked up): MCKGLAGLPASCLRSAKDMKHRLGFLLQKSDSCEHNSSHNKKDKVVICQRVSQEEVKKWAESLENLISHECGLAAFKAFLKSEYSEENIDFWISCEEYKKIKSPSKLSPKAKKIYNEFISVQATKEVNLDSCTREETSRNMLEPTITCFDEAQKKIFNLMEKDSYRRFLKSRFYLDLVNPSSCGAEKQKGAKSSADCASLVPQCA
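MLSMR compounds (23 nl, pin-transferred) preincubated 10 min at room temperature with a 500nM (2x) first reagent, then RGS4 at 900nM (2x) plus Transcreener GDP mix added; fluorescence polarization (620/688 nm) read before and after 90 min at 30 °C.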
mIDH1 inhibitor: blocks human mutant IDH1 R132H enzyme | O75874 | IDH1-R132H enzyme, NADPH consumption, diaphorase/resazurin fluorescence | Potency, µM (series often up to 76.6 µM), for the others: at the highest dose activity change, negative = inhibition, actives largely listed as inhibitors | 0.093% of 390,000 active; also: % is scaled to controls: 0 for no effect and ±100 for the full control effect; nearly all actives have a fitted effect of over 65% in size
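IDH1-R132H (0.5 ug/mL) preincubated 30 min with compound, then NADPH (0.016 mM) and alpha-KG (2 mM) added; 80 min at RT, pH 7.5. Remaining NADPH coupled via diaphorase/resazurin to fluorescence (540/590 nm); concentration-response curves normalized to no-enzyme control.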
Vif-APOBEC3G blk: Vif-A3G binding inhibition. 0.076% of 410,000 active. Q9HC16. Potency, µM (series often up to 46.1 µM), without a hit: at the top dose activity, negative = active, usual class: inhibitors. HeLa A3G-eYFP + Vif (tagged APOBEC3G with the HIV-1 protein that degrades it), YFP fluorescence, overnight;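 also: % is scaled to controls: 0 for no effect and ±100 for the full control effect; nearly all actives have a fitted effect of over 60% in size; hits raise eYFP signal because A3G escapes Vif-driven loss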
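HeLa cells stably expressing Vif and C-terminally eYFP-tagged A3G, seeded overnight at 37 deg C, then exposed to compound by pintool overnight at 37 deg C. Rise in yellow fluorescence (Ex 488/Em 500-530, Acumen) marks blocked Vif-driven A3G degradation.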
TrxR1 substrate: rat thioredoxin reductase 1 substrate activity; purified TrxR1 substrate turnover, NADPH consumption readout; Potency, µM (series often up to 114 µM), for the others: at the highest dose activity change, negative = substrate turnover; 0.01% of 390,000 active; also: % is scaled to controls: 0 for no effect and ±100 for the full control effect; nearly all actives have a fitted effect of over 50% in size
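Rat TrxR1, dispensed at 90 nM, was prereduced with 400 uM NADPH (final) for 5 min at ~22 deg C, then incubated with compound 15 min before 400 uM selenite. A first-read NADPH fluorescence drop versus no-compound background flagged substrates.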
USP1 inh: blocks the human USP1/UAF1 deubiquitinase complex. recombinant USP1/UAF1, Ub-Rhodamine cleavage fluorescence. Potency, µM (top dose mostly 57.1 µM), inactives show at the top dose activity change, negative = inhibition, hits mostly inhibitors. 0.23% of 390,000 active; also: % is scaled to controls: 0 for no effect and ±100 for the full control effect; nearly all actives have a fitted effect of over 60% in size; inactives centre near -12
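High-throughput fluorogenic screen: 1nM USP1/UAF1 complex, Ub-Rho substrate 150nM final, 50mM HEPES pH 7.8 with 0.5mM EDTA, 0.1 mg/ml BSA, 1mM TCEP and 0.01% Tween-20.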
RXFP1 ag: activates the human relaxin receptor RXFP1. HEK293T-RXFP1 cAMP TR-FRET, 30 min; response scale: percent of porcine relaxin response, buffer zero. Potency, µM (titrated, usually from 57.5 µM), for the others: at the top dose activation, usual class: activators. 0.3% of 370,000 active; also: % is scaled to controls: 0 for no effect and ±100 for the full control effect; nearly all actives have a fitted effect of over 60% in size; many of its hits are not listed in these tables
Target sequence (Q9HBX9 whole entry, looked up): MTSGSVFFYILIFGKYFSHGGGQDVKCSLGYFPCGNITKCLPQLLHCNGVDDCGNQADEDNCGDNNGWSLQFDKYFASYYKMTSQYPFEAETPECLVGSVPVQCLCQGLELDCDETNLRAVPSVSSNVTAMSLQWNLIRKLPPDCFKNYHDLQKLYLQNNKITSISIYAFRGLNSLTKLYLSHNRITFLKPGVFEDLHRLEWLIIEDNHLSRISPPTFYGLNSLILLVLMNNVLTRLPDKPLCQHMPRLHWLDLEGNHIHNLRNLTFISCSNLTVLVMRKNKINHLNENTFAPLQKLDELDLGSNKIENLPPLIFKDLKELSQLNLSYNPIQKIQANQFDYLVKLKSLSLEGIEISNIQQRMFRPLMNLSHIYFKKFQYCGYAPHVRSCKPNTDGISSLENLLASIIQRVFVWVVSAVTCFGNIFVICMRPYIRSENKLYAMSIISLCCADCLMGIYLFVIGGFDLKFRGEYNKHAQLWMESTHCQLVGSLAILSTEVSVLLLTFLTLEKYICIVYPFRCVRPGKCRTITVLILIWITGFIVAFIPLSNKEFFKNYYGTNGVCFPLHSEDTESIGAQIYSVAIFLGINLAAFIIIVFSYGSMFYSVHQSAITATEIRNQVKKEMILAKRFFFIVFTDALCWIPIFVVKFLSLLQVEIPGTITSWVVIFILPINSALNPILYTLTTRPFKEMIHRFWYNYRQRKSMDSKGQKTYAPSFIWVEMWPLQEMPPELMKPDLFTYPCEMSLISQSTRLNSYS
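Agonist response is measured as cAMP accumulation in an RXFP1-transfected HEK293T line under PDE4 inhibition. Values are scaled between buffer-only and 29 nM porcine relaxin, and EC50s come from standard Hill equation fits.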
TrxR1 inh: rat TrxR1 inhibition; O89049; recombinant rTrxR1, NADPH fluorescence consumption, selenite substrate; Potency, µM (doses to about 114 µM), for inactives: top-dose activity change, negative = inhibition, hits mostly inhibitors; 1% of 390,000 active; AID 588453; also: % is scaled to controls: 0 for no effect and ±100 for the full control effect; nearly all actives have a fitted effect of over 65% in size
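Rat TrxR1 (90 nM in the dispensed reagent) was pre-reduced with 400 uM NADPH for 5 min at room temperature, then incubated with compound for 15 min. After 400 uM selenite was added, NADPH fluorescence (Ex 340/Em 450 nm) was followed for 8 min.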
Vif-A3F inh: inhibitors of Vif-A3F interaction. HeLa A3F-eYFP + Vif (tagged APOBEC3F with the HIV-1 protein that degrades it), YFP fluorescence increase. 0.2% of 390,000 active. Potency, µM (top dose mostly 46.1 µM), inactives show top-dose activity, negative = active. AID 602313; also: % of control where 0% means no effect; nearly all actives have a fitted effect of over 65% in size
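HeLa cells stably expressing A3F-eYFP plus Vif, plated and incubated overnight at 37 deg C, then exposed to compounds overnight at 37 deg C. Blocked degradation read as raised yellow fluorescence (Ex 488/Em 500-530).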
Numbers without * were called inactive; ? = inconclusive; · = no result given; & = joins results of further samples; [ ] = remark or other dose. Calls follow the shape of the dose curve; as a rule, active = well fitted curve in the direction sought with a large enough effect; inconclusive = small, poorly fitted or top-dose-only effect, or another doubt; inactive = no such curve, though single readings can be large; an effect the other way counts as inactive or inconclusive. Potency is read from the fitted curve at half-maximal effect.

Second line of a record – 12-LOX inh | RGS4 inh | mIDH1 inhibitor | Vif-APOBEC3G blk | TrxR1 substrate | USP1 inh | RXFP1 ag | TrxR1 inh | Vif-A3F inh
1	Cc1ccc(S(=O)(=O)N(C)c2nonc2C)cc1
 : -17% | 6% | 7% | 2% | 7% | -18% | -1.0% | 16% | -5%
2	CCN(CC)C(=O)CN(c1cc(Cl)ccc1OC)S(=O)(=O)c1ccc(C)c([N+](=O)[O-])c1
 : 0% | -26% | 8% | -8% | -4% | -20% | 1.2% | 4% | 5%
3	CC1CC(C)CN(C(=O)c2cn(C)c3ccc(S(=O)(=O)N(C)C)cc3c2=O)C1 (stereo not drawn)
 : 483%[activator] | -7% | 0% | 0% | -4%[57.1 µM] | -12% | 3.7% | 3%[57.1 µM] | 2%
4	Cc1cc2oc(=O)cc(CN(C)Cc3ccccc3Cl)c2cc1C
 : -11% | 26% | -3% | -1% | -2% | -19% | 3.3% | 16% | 0%
5	CN(CC(=O)Nc1ccc(Cl)cc1)C(=O)C1CCCC1
 : -7% | 20% | -4% | -2% | 1%[57.1 µM] | -11% | -0.9% | 4%[57.1 µM] | 3%
6	Cc1ccc(-n2nnc(-c3nc(-c4cccs4)no3)c2N)cc1C
 : -5% | -4% | 3% | -3% | -3% | -7% | 2.7% | 15% | -10%
7	O=C(O)c1ccc(S(=O)(=O)NC2CCCCCC2)cc1
 : 13% | 7% | -3% | 0% | 4% | -21% | -2.4% | 24% | 9%
8	C=C(C)CNC(=S)NNC(=O)CCn1c2cc(Cl)ccc2c2ccc(Cl)cc21
 : ? | -19% | 0% | 2% | -4% | -14% | -0.1% | -8% | -2%
9	CCCC(C)c1oc(=O)cc(O)c1C (stereo not drawn)
 : -2% | -28% | -4% | -1% | 2% | ? | · | 9% | 6%
10	CCC(=O)Nc1ccc2nc(C)n(CC(=O)Nc3ccccc3)c(=O)c2c1
 : 6% | -9% | 1% | 0% | 2% | -8% | 5.8% | 6% | -14%
11	CN(CC(=O)NCC1CCCCC1)CC(=O)Nc1ccc(F)cc1
 : 0% | 2% | 1% | 2% | 0% | -17% | 0.0% | 24% | 10%
12	Fc1ccc2cc(-c3ccccc3)ncc2c1
 : -2% | 12% | 14% | 0% | 4% | 3% | · | ? | 7%
13	O=C(COc1c(Cl)cccc1Cl)NN1C(=O)CSC1=S
 : -31% | ? | 8% | 0% | -5% | -20% | 0.7% | 2% | 2%
14	Cc1ccc(CC2CC(=O)N(c3ccncc3)C2=O)cc1 (stereo not drawn)
 : 0% | 17% | 9% | 0% | -8% | -2% | -0.1% | -5% | -4%
15	CCSc1ccccc1-c1nc(-c2ccncc2)no1
 : ? | -14% | 8% | -6% | -6% | -13% | 2.4% | 23% | -6%
16	CCn1c(Cc2ccccc2)nnc1SC(C)C(=O)NC1CC1 (stereo not drawn)
 : -2% | -4% | 5% | -1% | -7% | -9% | 0.2% | 4% | -13%
17	O=S(=O)(NCCc1ccc(Cl)cc1)c1ccc(N2CCCCS2(=O)=O)cc1
 : ? | 6% | -3% | 4% | 2%[57.1 µM] | -6% | 1.8% | 19%[57.1 µM] | 2%
18	COc1ccccc1N(CC(=O)N1CCOCC1)S(C)(=O)=O
 : 0% | -26% | 7% | -3% | -4%[57.1 µM] | -11% | -1.8% | 7%[57.1 µM] | 1%
19	COCc1c(C(=O)OCC(=O)N2CCCC2=O)oc2ccccc12
 : 34%[activator] | 6% | -1% | 1% | 9% | -11% | 0.1% | 10% | 3%
20	COc1ccc(NC(=O)CN(C)C(=O)Cc2ccc(S(=O)(=O)N3CCOCC3)s2)cc1
 : -14% | 2% | 6% | 1% | -6% | -10% | -0.9% | -7% | 2%
21	C/C(=N\NC(=O)c1ccc(C(=O)N/N=C(\C)c2ccco2)o1)c1ccco1
 : ? | -13% | 2% | -2% | 0%[57.1 µM] | -9% | -0.1% | 7%[57.1 µM] | 1%
22	CC(C)CCOc1ccc(C(CC(N)=O)C(=O)O)cc1 (stereo not drawn)
 : -8% | 4% | 5% | 3% | 1% | -20% | -0.2% | 8% | -13%
23	CCOC(=O)c1nc(N2CCN(c3ccc(F)cc3)CC2)c2c(C)noc2n1
 : -6% | 7% | -9% | -2% | 0%[57.1 µM] | -2% | 0.8% | 12%[57.1 µM] | 0%
24	CCOC(=O)c1cnc2ccc(C)cc2c1NCCO
 : 279%[activator] | 18% | 8% | 4% | -4% | -26% | 0.5% | -1% | ·
25	C=CCNC(=S)NNC(=O)C(CC(C)C)CC(C)O (stereo not drawn)
 : 6% | -22% | -2% | 2% | 3%[57.1 µM] | 11% | 4.8% | -14%[57.1 µM] | -3%
26	COc1ccc(NS(=O)(=O)c2csc(C(=O)N3CCCC3)c2)c(OC)c1
 : 6% | -3% | 4% | 0% | 2% | -21% | 1.1% | 17% | 15%
27	Cc1ccc(Cl)cc1N1CCN(C(=O)Cn2ncc3c4ccccc4n(C)c3c2=O)CC1
 : -13% | -9% | -4% | 2% | 15% | 3% | 0.6% | 16% | 1%
28	CCn1c(=O)c2sccc2n2c(CCCC(=O)NC3CCN(Cc4ccccc4)CC3)nnc12
 : 11% | -27%[56.9 µM] | -7% | 0% | 6%[57.1 µM] | -23% | 18% | 14%[57.1 µM] | -10%
29	COC(=O)CN1C(=S)N(c2ccc(Cl)cc2)C(=O)C1CC(=O)Nc1ccc(F)cc1 (stereo not drawn)
 : ? | -38% | 4% | -1% | -17% | -6% | -0.7% | -9% | 0%
30	C[C@H](CO)N1C[C@H](C)[C@@H](CN(C)C(=O)Nc2ccc(C(F)(F)F)cc2)Oc2ccc(NC(=O)c3ccncc3)cc2C1=O
 : ? | -9% | 0% | -7% | 3%[57.1 µM] | -12% | · | ? | -4%
31	O=C(CCCNC(=O)/C(=C/c1ccc(F)cc1)NC(=O)c1ccccc1)OCc1ccccc1
 : -7% | 14% | -7% | -12% | -6% | -13% | 1.9% | 0% | 3%
32	COc1ccc2c(c1)cc(C(O)c1ccccn1)n2S(=O)(=O)c1ccccc1 (stereo not drawn)
 : -1% | -8% | 0% | -13% | -5% | -5% | 3.2% | -7% | 4%
33	CCCCCCCCCn1ccc(=N)cc1
 : 79%[activator] | 1% | -1% | -1% | 8%[57.1 µM] | 3% | 1.3% | -1%[57.1 µM] | -24%
34	COC(=O)c1cc(NC(=S)NC(=O)c2ccccc2)ccc1N1CCOCC1
 : 10% | 25% | -6% | -1% | -15% | -3% | 0.0% | 28µM* | 2%
35	O=C(COc1ccc(/C=N/NC(=O)c2ccccc2Br)cc1)Nc1ccccc1
 : ? | 4% | -3% | -11% | 2% | -23% | 2.8% | 24% | 5%
36	O=C(Nc1ccccc1)c1ccccc1OCc1ccc(F)cc1
 : 0% | 2% | 2% | 4% | 1% | -9% | -0.3% | 19% | 1%
37	O=C(COc1ccc(Br)cc1)NCCO
 : -21% | 6% | 0% | 1% | -8% | 2% | 5.8% | -8% | 0%
38	COc1ccc(OCC(=O)Nc2cccc(OC)c2)cc1
 : -45% | 32% | 0% | 1% | 1% | -2% | 0.7% | 27%[0.457 µM] | 15%
39	CCSc1nnc(Cc2cc(=O)[nH]c(=O)[nH]2)n1-c1ccc(Cl)cc1
 : -21% | -6% | 2% | 0% | 7% | ? | 5.1% | 21% | 3%
40	CCOC(=O)c1cc(-c2ccccc2)sc1NC(=O)C(C)Sc1nnc(C)s1 (stereo not drawn)
 : -11% | -7% | -1% | 0% | 2% | -26% | 1.4% | 16% | 7%
41	CCOC(=O)c1ccc(NS(=O)(=O)c2ccc3c(c2)n(C)c(=O)n3C)cc1
 : 2%&-18% | -7%&-1% | 18%&-14% | 1%&5% | 7%&-1% | -4%&-17% | 1.8%&1.4% | 22%&14% | -13%&4%
42	Clc1nc(NCCc2ccccc2)c2cn[nH]c2n1
 : -1% | 26% | 1% | -25% | -10% | 3% | · | 8%[57.1 µM] | ?
43	COc1ccc(OC)c(S(=O)(=O)CC(O)COc2ccccc2Cl)c1 (stereo not drawn)
 : -2% | -14% | 5% | -1% | 3% | -3% | 0.6% | 15% | -3%
44	COc1cc(NC(=O)c2ccco2)c(OC)cc1NC(=O)CCC(=O)Nc1cc(C)cc(C)c1
 : -22% | 0% | 0% | -7% | 25% | -19% | 0.7% | 10% | -1%
45	CC(=O)c1sc2nc(-c3ccc(C)cc3)c3c(c2c1N)CCCC3
 : -8% | -46% | 0% | 0% | 7% | -12% | 10% | -5% | ?
46	Cc1ccc(CSc2nnc(NC(=O)Cn3cnc4ccccc4c3=O)s2)cc1
 : 0% | -23% | 5% | -4% | 4% | -21% | -0.7% | -1% | -7%

Quoted at random: 3 compounds from above.
Second line of a record – 12-LOX inh | RGS4 inh | mIDH1 inhibitor | Vif-APOBEC3G blk | TrxR1 substrate | USP1 inh | RXFP1 ag | TrxR1 inh | Vif-A3F inh
33	CCCCCCCCCn1ccc(=N)cc1
 : 79%[activator] | 1% | -1% | -1% | 8%[57.1 µM] | 3% | 1.3% | -1%[57.1 µM] | -24%
41	CCOC(=O)c1ccc(NS(=O)(=O)c2ccc3c(c2)n(C)c(=O)n3C)cc1
 : 2%&-18% | -7%&-1% | 18%&-14% | 1%&5% | 7%&-1% | -4%&-17% | 1.8%&1.4% | 22%&14% | -13%&4%
37	O=C(COc1ccc(Br)cc1)NCCO
 : -21% | 6% | 0% | 1% | -8% | 2% | 5.8% | -8% | 0%

Not all compounds are listed; rates above refer to the full screens.
